From PubChem BioAssay
GSIS activator: GLuc luminescence reporter in INS-1E cells, primary screen for activators of glucose-dependent secretion of insulin | INS-1E GLuc reporter insulin secretion, 2-3 h | activation, % at 16.6 µM | hit rate 0.61% among 370,000;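 active = lowest replicate activation of at least 40%, so every replicate reaches that level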;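 also: 0% = median of neutral control wells and 100% = median of IBMX positive control wells; some compounds called inactive have numbers as strong as hits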
PglD DTNB: inhibitors of Campylobacter jejuni PglD acetyltransferase. purified PglD enzyme, DTNB colorimetric CoA detection. hit rate 0.098% among 360,000. AID 602405. inhibition, % at 12.5 µM; in the data active = inhibition above about 16%, passing the limit was not always enough; also: strong numbers were not always called active
Cneo AK release: Cryptococcus neoformans lysis via adenylate kinase release | hit rate 0.2% among 360,000 | lysis activity, % at 15 µM | C. neoformans lysis, adenylate kinase release luminescence, 4 h; normalised: neutral wells 0, clomiphene wells 100;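 active = mean lysis activity across replicates of at least 80%, whatever share of replicates individually reach that level; inactive = mean lysis activity below 80%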
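Assay system: Cryptococcus neoformans yeast cells / Dosing: single-point compound dose / Timing: 4 h at 37 °C static, read 1 h later / Measured by: luminescence of released adenylate kinase using an AK detection reagent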
F508del corr: CFTR F508del correction in bronchial cells; activity (quench increase), % at 7.58 µM; hit rate 0.36% among 350,000; CFBE cells, YFP halide quenching; stimulated with forskolin plus potentiator P3; % fluorescence drop versus neutral controls;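 active = mean added fluorescence quench of at least 8% versus neutral control, with both replicates also reaching 8%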;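 also: cells transiently co-express mutant CFTR-F508del with the halide-sensitive YFP; corrector assay measuring rescue of mutant channel to the surface after 24 h compound exposure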
FN deposition inh: fibronectin deposition inhibition; AH1F fibroblasts, Alexa488-fibronectin deposition fluorescence, overnight; inhibition, % at 12.6 µM; hit rate 0.086% among 350,000; AID 743247;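 active = mean inhibition across replicates of 30% or more, regardless of how many single replicates reach that level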;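 also: positive control wells lacked labelled fibronectin entirely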
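Assay system: AH1F fibroblasts assembling fluorescent fibronectin matrix; Amount: 10000 AH1F cells per well; Buffer or medium: DMEM, 2% serum; Probe or stimulus: Alexa488-fibronectin, 24 nM final in well; Doses: single compound dose, delivered by pin transfer; Incubation: 1 h adhesion, overnight exposure; Measured by: fluorescence 485/525 nm; Read-out: fibronectin deposition inhibition.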
PGC1a acetyl inh: PGC1a acetylation modulation, inhibitor mode. U2OS PGC1a acetylation, AlphaScreen anti-acetyl-lysine; with virally co-expressed GCN5 acetyltransferase. AID 651687. hit rate 0.17% among 350,000. inhibition, % at 15.6 µM;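 active = every replicate shows inhibition of at least 40%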;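 also: 0% = neutral control wells and 100% = positive control wells; some results beyond the cut were filed as inactive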
miR-122 sensor: blocks miR-122 activity in Huh7 sensor cells. Huh7 miR-122 Renilla luciferase sensor, 48 h; neutral wells = 0, positive control = 100. activation (reporter increase), % at 12.5 µM. hit rate 0.3% among 340,000;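 active = mean replicate activation score at least 90 and every replicate individually at or above 90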;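 also: higher luciferase means less miR-122 activity so hits act as miR-122 inhibitors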
C2C12 statin: suppressors of simvastatin-induced myotoxicity in C2C12 myotubes. ATP luminescence, 48 h; scaled: DMSO 0, geranylgeraniol control 100. rescue of ATP level, % at 7.49 µM. hit rate 0.78% among 330,000. AID 602340;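 active = mean ATP rescue above about 67%, or every replicate alone reaching that limit, limit read from the data, passing the limit was not always enough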;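 also: myotubes were challenged with 10 µM simvastatin during compound exposure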
An asterisk follows results filed as active; . = not tested or not shown; [ ] = dose if it differs, or a comment.

1: C[C@@H]1CN([C@H](C)CO)C(=O)c2cc(NC(=O)Cc3cn(C)c4ccccc34)ccc2O[C@@H]1CN(C)S(=O)(=O)c1ccc(F)cc1
2: O=C(CCCn1cncn1)N1CCCC(Nc2ccc(F)cc2)C1 (stereo not drawn)
3: COc1ccc(CN(C)C[C@H]2Oc3ccc(NS(=O)(=O)c4cccs4)cc3C(=O)N([C@@H](C)CO)C[C@H]2C)cc1
4: COc1cc(CN2C(=O)C(C)ON=C2c2ncccc2C)cc(OC)c1 (stereo not drawn)
5: C/C=C/c1cnc2c(c1)C(=O)N([C@H](C)CO)C[C@H](C)[C@@H](CN(C)Cc1ccccc1)O2
6: Cc1ccccc1-n1cnc2cc(NCc3cccs3)ccc21
7: C[C@@H]1CN([C@H](C)CO)C(=O)Cc2cc(NS(=O)(=O)c3ccc(F)cc3)ccc2O[C@H]1CN(C)S(C)(=O)=O
8: O=C(C[C@H]1C=C[C@H](NC(=O)Cc2cccnc2)[C@H](CO)O1)Nc1ccccc1

compound no.	1	2	3	4	5	6	7	8
GSIS activator	-5.5	-3.0	7.0	0.6	-9.9	.	27.7	11.2
PglD DTNB	1.0	-7.5	.	1.9	-0.8	13.3	0.4	-6.2
Cneo AK release	-5.3	2.0	.	-0.9	-2.5	4.4	2.9	-5.9
F508del corr	2.7	-0.4	-0.8	-0.5	-2.5	.	-1.0	-2.3
FN deposition inh	.	0.5	9.2	5.9	12.9	-6.3	-4.3	.
PGC1a acetyl inh	7.1	-1.1	5.3	.	-20.9	.	7.1	4.1
miR-122 sensor	24.0[16.7 µM]	-1.0	-4.3[16.7 µM]	.	-0.5[16.7 µM]	62.8	-4.0[16.7 µM]	.
C2C12 statin	.	-6.4	63.3	-13.9	10.1	-2.3	-5.2	6.6

9: Cc1ccc(NC(=O)/C(=C/c2ccco2)c2ccccc2)c(C)c1
10: COc1ccc(N2CCN(C(=O)CC3NC4CCCCC4NC3=O)CC2)cc1 (stereo not drawn)
11: Cc1ccc2[nH]c(C(=O)N3CCCCC3)cc2c1
12: C[C@@H]1CCCCO[C@@H](CN(C)S(=O)(=O)c2ccc(Cl)cc2)[C@H](C)CN([C@H](C)CO)C(=O)c2cc(NC(=O)Nc3ccc(C(F)(F)F)cc3)ccc2O1
13: CCCC#Cc1cnc2c(c1)C(=O)N([C@@H](C)CO)C[C@@H](C)[C@H](CN(C)C(=O)CN1CCOCC1)O2
14: C[C@@H]1CN([C@H](C)CO)C(=O)c2cccc(NC(=O)Nc3cccc4ccccc34)c2O[C@H]1CN(C)S(=O)(=O)c1cccs1
15: CC(=O)Nc1ccc2c(c1)C(=O)N(C)[C@@H]1CC[C@H](CC(=O)Nc3cn(C)nc3C)O[C@@H]1CO2
16: CSc1nccc(NC(=O)c2ccc(C(C)(C)C)cc2)n1

compound no.	9	10	11	12	13	14	15	16
GSIS activator	-13.2	.	-4.6	6.3	4.8	-6.5	-7.1	-38.4
PglD DTNB	-1.6	-3.8	7.3	-1.6	0.5	-9.2	.	.
Cneo AK release	-1.5	3.2	4.0	-6.1	-5.4	-2.7	0.4	.
F508del corr	.	.	1.4	3.1	1.8	-0.7	-3.7	1.7
FN deposition inh	.	-8.9	2.7	-10.4	8.2	8.0	-4.4	6.1
PGC1a acetyl inh	-8.0	7.3	-11.4	3.1	6.2	-3.2	3.5	.
miR-122 sensor	3.6	-3.0	-3.6	-7.1[16.7 µM]	-1.3[16.7 µM]	-4.1[16.7 µM]	4.1[16.7 µM]	.
C2C12 statin	-23.6	4.5	-0.9	.	-0.8	-22.2	-3.8	-31.6

17: CC1(C)c2[nH]c3ccccc3c2C[C@H]2C(=O)N(CCCCCO)CC(=O)N21
18: COc1ccccc1C(CNC(=O)c1cccc(S(=O)(=O)Nc2ccc(C)cc2)c1)N(C)C (stereo not drawn)
19: COc1cc(/C=C/C(=O)N2C(=O)c3cccc(N)c3C2=O)cc(OC)c1OC
20: O=C1CC(N2CCCc3ccccc32)C(=O)N1c1ccccc1 (stereo not drawn)
21: CCCOc1ccc(NC(=O)CCC(=O)NC(C)c2ccccc2)cc1 (stereo not drawn)
22: Clc1cccc(OCc2nnc(-c3ccccc3Br)o2)c1
23: O=c1c2cc(Cl)ccc2nc(-c2ccc([N+](=O)[O-])cc2)n1O
24: CO[C@H]1CN(C)C(=O)c2ccc(NC(=O)c3cc(C)on3)cc2OC[C@@H](C)NC[C@H]1C

compound no.	17	18	19	20	21	22	23	24
GSIS activator	22.0	-26.6	10.0	.	24.5	-10.9	-16.1	3.9
PglD DTNB	-1.0	-2.4	-0.6	-4.6	1.1	-1.1	.	-2.7
Cneo AK release	-2.3	-1.0	-2.0	5.6	-3.0	-3.6	.	-3.4
F508del corr	2.3	1.3	7.8	.	-3.5	0.9	1.4	0.3
FN deposition inh	-5.8	6.5	10.3	2.9	1.7	2.7	-5.2	-3.8
PGC1a acetyl inh	4.9	.	-0.5	7.5	9.5	.	4.3	7.5
miR-122 sensor	.	.	1.1	2.7	3.6	.	.	10.3[16.7 µM]
C2C12 statin	18.7	-8.1	2.5	-4.3	-2.8	-10.2	.	12.2

25: COc1ccc(C(=O)OCC(=O)NCC2CCCO2)c(F)c1 (stereo not drawn)
26: CC1CCN(C(=O)COC(=O)C2CCN(S(=O)(=O)c3ccc4c(c3)OCCO4)CC2)CC1
27: CCCN1C[C@H](C)[C@H](OC)CN(C)C(=O)c2ccc(NS(=O)(=O)c3ccccc3)cc2OC[C@H]1C
28: COc1ccc(N2CC(C(=O)Nc3nccs3)CC2=O)cc1 (stereo not drawn)
29: COc1ccc(NC(=O)N(C)C[C@H]2Oc3c(NC(=O)c4ccc(-c5nccs5)cc4)cccc3C(=O)N([C@@H](C)CO)C[C@@H]2C)cc1
30: COCCNC(=O)COc1coc(CN2CCN(Cc3ccccc3)CC2)cc1=O
31: COC(=O)/C=c1/sc2nc3ccccc3n2c1=O
32: CCOCCN(C(=O)COC)c1cccc(OC)c1

compound no.	25	26	27	28	29	30	31	32
GSIS activator	2.4	1.7	2.4	.	2.9	16.2	.	.
PglD DTNB	-2.5	1.1	32.7	3.4	2.7	-0.6	1.9	3.7
Cneo AK release	-0.9	-0.7	-0.4	1.4	-1.6	0.0	-0.2	2.1
F508del corr	-0.8	0.2	-3.1	.	1.8	-2.1	.	.
FN deposition inh	1.4	2.8	-11.1	1.6	.	3.6	.	.
PGC1a acetyl inh	1.9	.	-7.0	-2.0	1.3	.	12.8	1.6
miR-122 sensor	-0.7	-1.0	1.4[16.7 µM]	-7.5	-2.4[16.7 µM]	-4.7	0.2	-3.4
C2C12 statin	4.4	-0.7	1.2	.	.	1.2	-5.8	.

An excerpt of these results, with tabs:
#	canonical_smiles	GSIS activator	PglD DTNB	Cneo AK release	F508del corr	FN deposition inh	PGC1a acetyl inh	miR-122 sensor	C2C12 statin
31	COC(=O)/C=c1/sc2nc3ccccc3n2c1=O	.	1.9	-0.2	.	.	12.8	0.2	-5.8
30	COCCNC(=O)COc1coc(CN2CCN(Cc3ccccc3)CC2)cc1=O	16.2	-0.6	0.0	-2.1	3.6	.	-4.7	1.2
27	CCCN1C[C@H](C)[C@H](OC)CN(C)C(=O)c2ccc(NS(=O)(=O)c3ccccc3)cc2OC[C@H]1C	2.4	32.7	-0.4	-3.1	-11.1	-7.0	1.4[16.7 µM]	1.2

Next entries follow:
33: CO[C@H]1CN(C)C(=O)c2ccc(NC(=O)c3cccc(F)c3)cc2OC[C@H](C)NC[C@@H]1C
34: COc1ccc(C/C(C)=N\NC(=O)c2c[nH]c3ccccc23)cc1OC
35: O=C(COC(=O)C1CCN(c2ccc(C(F)(F)F)cn2)CC1)NCc1ccc(F)cc1
36: CN(c1ccc(C(=O)Nc2ccccc2C(F)(F)F)cc1)S(C)(=O)=O
37: O=C(C[C@@H]1CC[C@@H](NC(=O)Nc2ccc(C(F)(F)F)cc2)[C@H](CO)O1)NCc1ccccn1
38: Cc1cccc(NC(=O)COC(=O)C(NC(=O)c2cccc(S(=O)(=O)N3CCOCC3)c2)C(C)C)c1 (stereo not drawn)
39: Cc1ccc(-c2nn(CCC(=O)NC(C)C)c(=O)c3ccccc23)cc1
40: O=C(COC(=O)c1cc2c(s1)CCCCC2)NC1CCS(=O)(=O)C1 (stereo not drawn)

compound no.	33	34	35	36	37	38	39	40
GSIS activator	12.0	18.2	-44.4	10.1	0.4	.	14.8	-5.5
PglD DTNB	-1.4	1.5	3.0	-2.1	-2.3	0.7	-0.9	0.8
Cneo AK release	-5.8	-8.4	2.8	-0.4	5.1	-1.0	-5.4	-0.4
F508del corr	-1.1	-1.6	-4.5	.	1.5	2.6	-2.3	-1.4
FN deposition inh	3.3	-1.9	-1.1	.	.	-2.3	1.3	-12.2
PGC1a acetyl inh	-7.9	.	.	3.7	6.1	8.7	-3.1	.
miR-122 sensor	4.3[16.7 µM]	-0.2	.	-0.3	.	-9.4	-14.2	.
C2C12 statin	-9.6	1.0	13.4	.	-6.6	1.1	1.5	8.9

41: CC12CC3(C)CC(C)(C1)CC(NC(=O)N1CCCC1)(C2)C3
42: Cn1c(=O)[nH]c(=O)c2c1nc1n2CC(O)CN1c1ccccc1 (stereo not drawn)
43: COc1ccc(S(=O)(=O)N[C@H]2CC[C@@H](CC(=O)NCc3ccccc3F)O[C@@H]2CO)cc1
44: CCS(=O)(=O)Nc1ccc2c(c1)C(=O)N(C)C[C@H](OC)[C@H](C)CN(C(=O)CN(C)C)[C@@H](C)CO2
45: COC(=O)[C@]1(Cc2ccccc2)N[C@H](CN(C)C(=O)NC(C)C)[C@@H]2C(=O)N(C)C(=O)[C@@H]21
46: CO[C@@H]1CN(C)C(=O)c2cc(NC(=O)CN(C)C)ccc2OC[C@@H](C)N(C(=O)C2CC2)C[C@H]1C
47: Cc1ccc(S(=O)(=O)N2C[C@H]3[C@H]4C(=O)N(c5ccccc5)C(=O)[C@H]4C[C@H](OC(=O)NCC4CCCCC4)[C@@]3(O)C2)cc1

compound no.	41	42	43	44	45	46	47
GSIS activator	.	13.7	4.9	-4.5	12.9	-5.7	-9.6
PglD DTNB	-0.5	3.8	-2.5	-0.7	1.6	0.0	0.7
Cneo AK release	-25.5	-1.1	8.3	3.8	0.7	53.2	1.4
F508del corr	.	1.0	4.5	-0.9	-1.9	1.8	-1.2
FN deposition inh	1.2	0.4	.	-14.2	3.4	-5.9	-2.9
PGC1a acetyl inh	.	7.3	3.3	-6.4	.	13.6	1.8
miR-122 sensor	2.8	.	.	-3.6[16.7 µM]	.	.	-2.0
C2C12 statin	4.4	5.3	3.4	-5.1	4.1	1.5	-6.5
